# MPTP block: inhibitors of mitochondrial permeability transition pore. isolated mouse mitochondria, Ca2+ swelling absorbance, 30 min. inhibition, % at 10 µM. hit rate 1.4% among 360,000. AID 602449;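 active = inhibition of 50% or more, scaled per plate between neutral and stimulator controls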;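 also: 0% = DMSO wells given calcium and 100% = 1 mM EGTA wells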
# SENP8 inh: SENP8 (human) protease inhibition; recombinant SENP8, Nedd8 substrate fluorescence; inhibition, % at 20 µM; hit rate 0.64% among 360,000; in the data active = inhibition mostly above about 40%, no sharp cut-off; inactive = mostly below about 27%
# Target sequence (Q96LD8 whole entry, looked up): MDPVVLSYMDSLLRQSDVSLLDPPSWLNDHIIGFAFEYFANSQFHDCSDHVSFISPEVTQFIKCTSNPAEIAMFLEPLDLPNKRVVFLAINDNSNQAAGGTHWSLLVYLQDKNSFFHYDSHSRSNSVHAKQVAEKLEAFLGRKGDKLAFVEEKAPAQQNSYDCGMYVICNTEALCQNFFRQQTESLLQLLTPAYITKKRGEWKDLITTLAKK
# * marks the source's active call; other numbers are inactive results; i = inactive. Only part of the results is shown, so the mix of outcomes need not match the whole.
MPTP block	SENP8 inh	SMILES
0.4	9	Cc1cccc(CN2CCN(C3CN(Cc4ccc([N+](=O)[O-])cc4)S(=O)(=O)C3)CC2)c1 (configuration not stated)
3.8	-250	Cc1ccc(Cc2c(-c3ccc(Cl)cc3)nc3c(Cl)cc(C(F)(F)F)cn23)cc1
7.1	12	COC1=CC(=O)OC(c2ccccc2C(F)(F)F)C1 (configuration not stated)
2.5	-344	COc1cc(-c2cnc3c(NC=O)cc(-c4ccc(C)cc4)cn23)cc(OC)c1OC
-0.8	14	CC1(C(=O)NS(=O)(=O)c2ccc(F)cc2F)CCN1C(=O)Cc1ccccc1 (configuration not stated)
-1.3	30	Nc1ccn([C@@H]2O[C@H](C(=O)N3CCCN(Cc4cccs4)CC3)[C@@H](O)[C@H]2O)c(=O)n1
-0.3	-25	O=C(c1ccc(C(F)(F)F)cc1)N(CCCn1ccnc1)C(c1ccccn1)c1nc2ccccc2[nH]1 (configuration not stated)
-0.8	20	CCOC(CNC(=O)c1[nH]c(C(F)(F)F)nc1-c1ccccc1)OCC
-0.1	12	COc1ccc(CN2C(=O)C(CC(=O)NC3CCCC3)CC(C(=O)N3CCOCC3)=C2C)cc1 (configuration not stated)
8.3	13	OC(c1ccccc1)(c1ccccc1)C1CCN(CCCOc2ccc3c(c2)CCCC3)CC1

# Shown with two lines to a compound: entries from further up.
# The line under a structure holds: MPTP block	SENP8 inh
Nc1ccn([C@@H]2O[C@H](C(=O)N3CCCN(Cc4cccs4)CC3)[C@@H](O)[C@H]2O)c(=O)n1
 : -1.3	30
O=C(c1ccc(C(F)(F)F)cc1)N(CCCn1ccnc1)C(c1ccccn1)c1nc2ccccc2[nH]1 (configuration not stated)
 : -0.3	-25

# (continued)
MPTP block	SENP8 inh	SMILES
-0.4	5	COc1cc(OC)cc(OC)c1
0.5	-10	CCOC(=O)c1cc2c(c(-c3cccc(C#Cc4ccc(OC)c(OC)c4)c3)n1)[C@@H](CCO)N(S(=O)C(C)(C)C)C2 (some centres not stated)
2.0	-60	NC(Cc1ccc(C(F)(F)F)cc1)c1csc(Nc2cnccn2)n1 (configuration not stated)
-1.9	17	O=c1ccn([C@@H]2O[C@H](CNCc3cccn3-c3ccncc3)[C@@H](O)[C@H]2O)c(=O)[nH]1
1.1	16	O=C(Nc1cc(C(F)(F)F)ccc1F)C1Cc2c(-c3ccccc3Oc3ccccc3)ccnc2O1 (configuration not stated)
3.5	-156	Cc1ccc(C(O)c2ncc(-c3ccc4ccccc4c3)[nH]2)cc1F (configuration not stated)
-1.6	23	CC1(C(=O)O)CCCN(C(=O)/C=C/c2ccccc2)C1 (configuration not stated)
0.7	13	OC(c1ccc(F)c(F)c1)c1nc(-c2csc3ccccc23)cs1 (configuration not stated)
-1.2	14	CCc1ccc([C@H]2[C@@H]3C(=O)C[C@@H]4C(=O)N(C)C(=O)[C@@H]4[C@@H]3CN2S(=O)(=O)c2ccc(C)cc2)cc1
-1.6	10	CC1(c2nnnn2-c2ccc3c(c2)OCCO3)CCC(=O)N1CC(F)(F)F (configuration not stated)
-0.3	13	Cc1ccc(S(=O)(=O)N2[C@H](CC(=O)c3ccc(F)cc3)OC[C@@H]2C(C)C)cc1
-0.1	14	CN1CCN(c2ncnc3c2ncn3[C@H]2CN(Cc3ccc(Cl)cc3)C[C@@H](CO)O2)CC1
0.1	-16	COc1cc(CN2C[C@@H](CO)O[C@@H](n3cnc4c(Nc5ccccc5)ncnc43)C2)cc(OC)c1OC
-0.5	12	CCCS(=O)(=O)NC(=O)C1(C)CCN(C(=O)c2ccccc2Br)C1 (configuration not stated)
0.4	-5	COc1cccc(C(C)(O)c2nc(-c3ccoc3)cs2)c1 (configuration not stated)
0.3	27	COC(=O)[C@@]1(Sc2ccc(C)cc2)CC(=O)N(C(=O)c2ccccc2)[C@@H]1c1ccccc1
-3.1	11	COc1ccc(CN2CCC2(C)C(=O)NCCc2c[nH]c3ccccc23)c2ccccc12 (configuration not stated)
1.1	14	CC(C)n1nnnc1C1c2ccccc2C(=O)N1Cc1cccnc1 (configuration not stated)
-1.1	12	CN1OC[C@@H]2CN(C(=O)c3cccc4ccccc34)[C@H](c3ccc(N4CCCCC4)cc3)C[C@@H]21
1.3	17	CCCCCc1c(-c2cccc(Br)c2)ncn1CCc1ccccc1OC
-0.9	4	COc1cccc(OC)c1-c1cnc(NC(C)=O)cn1
-0.7	8	CC1(C)OC(=O)C2=C(C[C@@H](CCC(F)(F)F)O[C@H]2c2ccc(F)cc2)O1
0.4	12	O=C(Nc1nnc([C@@H]2C[C@H](O)[C@@H](CO)O2)s1)c1ccccc1Cl
2.6	-34	COc1cccc(NC(=O)N2CCc3nc(Nc4ccc(C(C)C)cc4)ncc3C2)c1
1.3	13	CCNC(=O)C1(C)CCN(Cc2ccccc2-c2ccccc2)C1 (configuration not stated)
-0.9	8	CC(C)(C)n1nnnc1C(c1cc2ccccc2o1)N1CCCC1 (configuration not stated)
0.5	10	CC(=O)N1CCCC(c2cc(C(=O)Nc3ccccc3)no2)C1 (configuration not stated)
2.4	-270	COc1cccc(-c2cnc3c(NC(C)=O)cc(-c4ccsc4)cn23)c1
1.4	3	CC(C)(C)NC(=O)C1c2ccccc2OCC(=O)N1CC(F)(F)F (configuration not stated)
0.6	21	CCOC(=O)C1=CCC(c2ccccc2)N(S(=O)(=O)c2ccc(C)cc2)[C@H]1CC (some centres not stated)
0.6	12	COc1ccc(Cl)cc1-c1cc(C(=O)Nc2ccc(C(C)(C)C)cc2)[nH]n1
0.5	29	CN1C(=O)[C@@](O)(c2cn(C)c3ccccc23)c2cc(F)ccc21
-0.9	19	COC(=O)[C@]12CCCCC=C1N(Cc1cccc3ccccc13)C(=O)[C@H](CC(=O)N1CCOCC1)C2
0.2	12	CCOC(=O)C1CCCN(C(=O)c2ccc3ccccc3c2)CC1 (configuration not stated)
-1.2	25	C#CCOc1ccc(CNC[C@H]2O[C@@H](n3ccc(=O)[nH]c3=O)[C@H](O)[C@@H]2O)cc1
-0.8	14	COc1ccccc1-c1noc2c1C(=O)N(Cc1cn(-c3ccccc3)nn1)CC2
0.2	1	OCCCNc1ncnc2c1ncn2[C@H]1CN(Cc2cccs2)C[C@@H](CO)O1
-0.2	4	CCNC(=O)C1(C)CCN1CCC(=O)c1ccc(C)cc1 (configuration not stated)
-0.2	14	O=C(Nc1ccccc1Cl)c1cc(C2CCCCN2C(=O)C2CCCCC2)on1 (configuration not stated)
1.1	7	CSCCC(C(=O)NC(C)(C)C)n1c(-c2ccc(C)cc2)nc2ccccc21 (configuration not stated)
3.4	5	Nc1[nH]c(C(=O)c2ccccc2)c(-c2ccccc2C(F)(F)F)c1C(=O)NCc1ccc(F)cc1
-0.2	-234	Cn1c(NCc2cccnc2)nc2cc(-c3ccc(C(=O)N4CCOCC4)cc3)sc2c1=O
4.2	2	COc1ccc(CNC(=O)Nc2nc(C(N)Cc3ccc(C(F)(F)F)cc3)cs2)cc1 (configuration not stated)
-0.2	-313	COc1ccc(NC(=O)C2C(c3ccc4c(c3)OCO4)=Nc3ccccc3N2C(C)=O)cc1 (configuration not stated)
1.1	29	O=S1(=O)CC(N2CC=CC2)CN1Cc1ccccc1 (configuration not stated)
1.7	14	CCC(c1nnnn1-c1ccc2c(c1)OCCO2)N1CCN(c2ccccc2)CC1 (configuration not stated)
0.6	25	COC[C@@H]1CCCN1c1ccc2c(c1)O[C@H](COCc1ccccc1)CN([C@@H](C)c1ccccc1)S2(=O)=O
1.2	-110	COc1ccc(C(C)C)cc1-c1cccc2nncn12
-2.5	14	Cc1cn([C@H]2C[C@H](O)[C@@H](/C=C/C(=O)N3CCN(Cc4ccc(F)cc4)CC3)O2)c(=O)[nH]c1=O
1.2	2	CCOC(=O)c1ccc(-n2cnc(-c3ccc([N+](=O)[O-])cc3)c2)cc1

# Compounds shown so far with a nitro group on carbon, in the order listed:
MPTP block	SENP8 inh	SMILES
0.4	9	Cc1cccc(CN2CCN(C3CN(Cc4ccc([N+](=O)[O-])cc4)S(=O)(=O)C3)CC2)c1 (configuration not stated)
1.2	2	CCOC(=O)c1ccc(-n2cnc(-c3ccc([N+](=O)[O-])cc3)c2)cc1

# Later entries
MPTP block	SENP8 inh	SMILES
1.0	i	CN(C)Cc1ccccc1-c1cccc2nccn12
0.4	-392	CC(=O)Nc1cc(-c2ccccc2F)cn2c(-c3cccc(C(F)(F)F)c3)cnc12
3.5	8	CCCCNC(=O)C1C(c2ccc(C(F)(F)F)cc2)=Nc2ccccc2N1C(=O)c1cccc(C(F)(F)F)c1 (configuration not stated)
-1.0	-369	CC(=O)Nc1cc(-c2ccc(C(=O)N3CCOCC3)cc2)cn2c(-c3cccc(C(F)(F)F)c3)cnc12
-0.5	-344	COc1cccc(-c2oc3c(c2C(=O)OCCN2CCCCC2)C(O)CCC3)c1 (configuration not stated)
2.9	15	COc1ccc(NC(=O)c2cc(-c3cc(C)cc(F)c3)n[nH]2)cc1OC
-0.4	0	COc1ccc(NC(=O)c2cccc3c(-c4ccc(O)c(OC)c4)coc23)cc1
1.6	11	CC1(C(=O)Nc2ccc3nc[nH]c3c2)CCN1C(=O)c1ccccc1CCc1ccccc1 (configuration not stated)
-0.4	7	O=C(Nc1ccccc1Cl)c1cc(C2CCCCN2C(=O)CCCc2ccccc2)on1 (configuration not stated)
3.0	-206	COc1ccc(-c2nc3ccc(Cl)cn3c2Cc2ccccc2)cc1OC
-1.2	22	COC(=O)[C@H](Cc1ccccc1)NC(=O)/C=C/[C@H]1O[C@@H](n2cc(C)c(=O)[nH]c2=O)C[C@@H]1O
15	19	NC(CSCc1ccccc1)C(=O)Nc1ccc([N+](=O)[O-])cc1 (configuration not stated)
0.4	-13	COc1cccc(C(NC(C)=O)c2nc(-c3cnc4ccccc4c3)cs2)c1 (configuration not stated)
0.1	17	CCOC(=O)[C@]12CCCC=C1N(Cc1ccccc1)C(=O)[C@H](CC(=O)NCCc1ccccc1OC)C2
0.9	-10	OC(c1ccc2c(c1)OCO2)c1ncc(-c2ccccc2)[nH]1 (configuration not stated)
-2.6	4	OC(c1ccccc1)c1nc(-c2ccc(Cl)cc2)cs1 (configuration not stated)
-0.2	i	COCCNC(=O)C1(C)Cc2c(-c3ccc(N(C)C)cc3)ccnc2O1 (configuration not stated)
-0.2	3	COc1ccc(Br)c(Cn2c(C)c(C(=O)N(C)Cc3ccc(F)cc3)sc2=O)c1
0.4	13	CCOC(=O)C1(C)CCCN(C(=O)c2cc(F)ccc2C)C1 (configuration not stated)
-1.2	11	CN(Cc1ccccc1)C(=O)[C@@H]1CCCN1C(=O)[C@@H]1CCCN1C(=O)c1cccc(Cl)c1

# An excerpt from above in order of the SENP8 inh value, ascending.
MPTP block	SENP8 inh	SMILES
-1.6	10	CC1(c2nnnn2-c2ccc3c(c2)OCCO3)CCC(=O)N1CC(F)(F)F (configuration not stated)
-2.5	14	Cc1cn([C@H]2C[C@H](O)[C@@H](/C=C/C(=O)N3CCN(Cc4ccc(F)cc4)CC3)O2)c(=O)[nH]c1=O
0.1	17	CCOC(=O)[C@]12CCCC=C1N(Cc1ccccc1)C(=O)[C@H](CC(=O)NCCc1ccccc1OC)C2

# Additional records
MPTP block	SENP8 inh	SMILES
1.0	11	CCc1nc2c(OCc3cc(Cl)cc(Cl)c3)cccn2c1N(C)C(=O)CC(C)C
0.8	13	CC1(C(=O)NCC(F)(F)F)CCN1C(=O)Cc1ccc(-c2ccccc2)cc1 (configuration not stated)
-0.3	-402	CCOC1CCCc2oc(-c3ccc(OC)cc3)c(C(=O)NCCCCO)c21 (configuration not stated)
-4.1	-2	COc1ccc(CCNC(=O)Nc2ccc3nc([C@@H]4O[C@H](CO)[C@@H](O)[C@H](O)[C@H]4O)[nH]c3c2)cc1Br
-0.6	21	Cc1cc(F)ccc1C(O)c1ncc(-c2cccc(F)c2)[nH]1 (configuration not stated)
-1.2	11	CC(C)NC(=O)N1Cc2cc(C(=O)NC3CCCC3)nc(-c3cccc(-c4cccnc4)c3)c2[C@@H]1CCO
-0.1	30	CCNC(=O)C1CCCN(C(=O)c2cc(C)oc2C)CC1 (configuration not stated)
0.2	12	O=C(CC1CC1)N[C@@H]1CC[C@@H](CCNS(=O)(=O)c2ccc(F)cc2)O[C@@H]1CO
0.6	-216	O=c1c(-c2cccnc2)nc2ccccc2n1C(CCc1ccccc1)c1nc2ccccc2[nH]1 (configuration not stated)
2.1	i	COCCNc1nc(Nc2ccccc2Cl)c2sc(-c3ccccc3)cc2n1
0.2	14	CCCN(C)C1CN(Cc2cn(Cc3ccc(OC)cc3)nn2)S(=O)(=O)C1 (configuration not stated)
2.8	19	O=C(OCc1ccccc1)N1CCC2CC1c1ccc(N3CCN(Cc4ccc5c(c4)OCO5)CC3)cc12 (configuration not stated)
-0.1	29	CN(C)C(=O)c1cccc(-c2ccc3nncn3c2)c1
-1.9	11	CCOC(=O)[C@]12CCCC=C1N(Cc1cccc3ccccc13)C(=O)[C@H](CC(=O)N1CCSCC1)C2
-0.9	31	CCCCn1c(O)c2n(c1=O)Cc1ccccc1N=C2c1ccc(C)cc1
-2.3	0	Cc1cccc(C)c1NC(=O)C(c1ccccc1)n1c(-c2ccccc2)nc2ccccc21 (configuration not stated)
0.6	0	COCCN1C(=O)COc2ccccc2C1C(=O)Nc1ccc2c(c1)OCCO2 (configuration not stated)
1.1	-176	O=C(NCC(=O)N1CCCC1)NN=Cc1ccccc1O
2.5	13	CC(C)(C)n1c(O)c2n(c1=O)Cc1ccccc1N=C2c1ccccc1
-2.3	18	CCCCN(CCCC)Cc1cc(=O)oc2ccccc12
-0.4	0	COC(=O)[C@@]1(Cc2ccc(F)cc2)[C@H]2c3cc(C(=O)N(C)C)n(CCN4CCOCC4)c3C[C@H]2CN1C(=O)c1ccccc1
-0.2	10	COc1cccc(C(O)c2ncc(-c3ccccc3Cl)[nH]2)c1 (configuration not stated)
-2.4	12	CCOC(=O)[C@]12CCCC=C1N(CCc1ccc(OC)c(OC)c1)C(=O)[C@H](CC(=O)NCCc1ccccc1OC)C2

# Arranged by number of heavy atoms (rising): 3 of the compounds above
MPTP block	SENP8 inh	SMILES
-2.3	18	CCCCN(CCCC)Cc1cc(=O)oc2ccccc12
2.5	13	CC(C)(C)n1c(O)c2n(c1=O)Cc1ccccc1N=C2c1ccccc1
-1.9	11	CCOC(=O)[C@]12CCCC=C1N(Cc1cccc3ccccc13)C(=O)[C@H](CC(=O)N1CCSCC1)C2

# Bioassay records: PubChem, Sanford-Burnham Center for Chemical Genomics
